Bioassay records deposited in PubChem BioAssay by National Center for Advancing Translational Sciences (NCATS).
DT40 TDP1 CPT = qHTS for Inhibitors of human tyrosyl-DNA phosphodiesterase 1 (TDP1): qHTS in cells in presence of CPT. chicken DT40 Tdp1-/-;hTDP1 cells + 20 nM CPT, ATP luminescence, 48 h. Potency, µM (doses to about 46.2 µM), for the others: top-dose activity change, negative = growth inhibition, hits mostly inhibitors. 12% of 420,000 active. AID 686979, 2013; note: nearly all actives have a fitted effect of over 55% in size
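Chicken DT40 Tdp1-/- cells complemented with human TDP1, 400 cells/well, exposed to compounds plus 20 nM camptothecin for at least 48 h at 37 C; viability read as ATP content by CellTiter-Glo luminescence.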
TDP1 inh = qHTS Assay for Inhibitors of Tyrosyl-DNA Phosphodiesterase (TDP1); Tyrosyl-DNA phosphodiesterase 1 (Homo sapiens), Q9NUW8; recombinant TDP1, AlphaScreen DNA substrate cleavage; 0.28% of 350,000 active; Potency, µM (top dose mostly 130 µM), for inactives: top-dose activity change, negative = inhibition, usual class: inhibitors; note: nearly all actives have a fitted effect of over 40% in size
Target sequence (Q9NUW8 whole entry, looked up): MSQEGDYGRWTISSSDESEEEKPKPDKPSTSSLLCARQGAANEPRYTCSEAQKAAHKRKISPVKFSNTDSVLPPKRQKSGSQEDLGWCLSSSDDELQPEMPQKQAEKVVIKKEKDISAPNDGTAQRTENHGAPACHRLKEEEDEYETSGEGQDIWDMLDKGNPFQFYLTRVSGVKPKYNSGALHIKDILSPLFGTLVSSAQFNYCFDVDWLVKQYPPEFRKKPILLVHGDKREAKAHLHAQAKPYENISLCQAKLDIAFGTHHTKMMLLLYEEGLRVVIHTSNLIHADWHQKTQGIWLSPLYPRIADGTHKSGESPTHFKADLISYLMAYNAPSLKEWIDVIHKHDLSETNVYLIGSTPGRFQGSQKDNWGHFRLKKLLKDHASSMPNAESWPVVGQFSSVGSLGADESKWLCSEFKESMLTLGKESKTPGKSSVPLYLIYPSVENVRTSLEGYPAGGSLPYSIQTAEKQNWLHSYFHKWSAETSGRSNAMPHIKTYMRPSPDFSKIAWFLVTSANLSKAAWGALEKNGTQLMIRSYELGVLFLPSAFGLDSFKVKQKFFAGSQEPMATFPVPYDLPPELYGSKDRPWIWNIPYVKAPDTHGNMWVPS
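Recombinant E. coli-expressed Tdp1 (1 nM) preincubated with compound 15 min at RT, then 5'-biotin/3'-phosphotyrosine-FITC DNA substrate (15 nM) added for 5 min. AlphaScreen beads (10 ug/ml) added, 10 min RT; tyrosine-FITC cleavage read as signal loss.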
TDP1 cell noCPT = qHTS for Inhibitors of human tyrosyl-DNA phosphodiesterase 1 (TDP1): qHTS in cells in absence of CPT | DT40 Tdp1-/- hTDP1 cells, no CPT, ATP luminescence, 48 h | Potency, µM (doses to about 46.2 µM), for inactives: at the top dose activity change, negative = growth inhibition, usual class: inhibitors | 15% of 420,000 active | AID 686978, 2013; note: nearly all actives have a fitted effect of over 55% in size
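Compound effects on proliferation are scored in DT40 Tdp1-/-;hTDP1 cells in the absence of CPT. ATP levels (CellTiter-Glo luminescence) are recorded after a ≥48 hr, 37 °C incubation.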
* marks the source's active call; other numbers are inactive results; ? = inconclusive; / = not tested or not shown; & = joins results of further samples. Calls come from the whole dose curve; as a rule, active = well fitted curve in the direction sought with a large enough effect; inconclusive = small, poorly fitted or top-dose-only effect, or another doubt; inactive = no such curve, though single readings can be large; an effect the other way counts as inactive or inconclusive. % is set by controls: 0 for no effect and ±100 for the full control effect; potency is the fitted concentration of half-maximal effect.

The line under a structure holds: DT40 TDP1 CPT | TDP1 cell noCPT | TDP1 inh
O=C(CCc1ccccc1)NC(=S)Nc1cccc(Br)c1
→ 7% | 1% | -3%
COc1cccc(C(=O)N2[C@H](COCc3ccccc3)C=CS2(=O)=O)c1
→ ? | ? | /
CCN(C(=O)c1ccc(NC(C)=O)cc1)c1ccccc1
→ -5% | -4% | 1%
COc1ccc(C(=O)COc2cccc(NC(=O)c3ccco3)c2)cc1
→ ? | 18µM* | -8%
Cc1ccc(C)c(NC(=O)Cn2nnc(C(=O)NCc3ccccc3Cl)c2N)c1
→ ? | 0% | 0%
CC(C)n1cc(CN2CCC(n3nccc3NC(=O)C3CCCC3)CC2)cn1
→ 8% | 7% | 0%
OCCNc1nc2nonc2nc1NCCO
→ -4% | 3% | -3%
FC(F)Oc1ccccc1/C=N/Nc1nc2ccccc2o1
→ ? | ? | -6%
COc1ccc(-c2csc(Nc3cc(C)ccn3)n2)cc1OC
→ ? | ? | 12%
NCCCC[C@H]1CNC(=S)N1CC1CCCCC1
→ ? | ? | 4%
COc1ccc(CN2CCSCC2)c(OC)c1C
→ 11% | -11% | /
CCN1CCN(C(=O)c2cn(CCOC)c(=O)c3c2c2ccccc2n3C)CC1
→ 3% | 4% | 1%
CCOc1ccc2nc(NC(=O)C3CSC4(C)CCC(=O)N34)sc2c1 (centres undefined)
→ ? | ? | 3%
O=C(CN1C(=O)c2ccc([N+](=O)[O-])cc2C1=O)NCc1ccc(C(=O)O)cc1
→ -9% | 2% | /
COc1ccccc1C(c1nnnn1C1CCCC1)N1CCN2CCCC2C1 (centres undefined)
→ -13% | -17% | 7%
Cc1ccccc1NC(=O)Cn1nc(C(F)(F)F)cc1C1CC1
→ -5% | -9% | 3%
COCCN1C(=O)c2oc3ccc(C)cc3c(=O)c2C1c1ccc(C(=O)OC)cc1 (centres undefined)
→ 10% | 0% | 5%
O=C(Cc1coc2ccc3ccccc3c12)Nc1nnc(C2CC2)s1
→ ? | 23µM* | 3%
CCCCN1C2CCCC1CC(NC(=O)c1cccc(OC)c1)C2 (centres undefined)
→ -3% | -4% | /
Cc1ccc(Cl)cc1-n1ncc2c(Nc3ccc4c(c3)OCCO4)ncnc21
→ 26µM* | ? | 3%
CCN(CC)S(=O)(=O)c1ccc(C)c(NC(=S)NC2CCCCC2)c1
→ ? | 15µM* | 4%
COc1ccc2cc(C(=O)Nc3ccc(S(N)(=O)=O)cc3)sc(=O)c2c1OC
→ 6% | ? | 3%
CC(=O)Cc1nsc(NC(=O)c2ccc(-c3ccc(Cl)c(C(F)(F)F)c3)o2)n1
→ -11% | -20% | -2%
COc1ccccc1CNS(=O)(=O)c1ccc2c(c1)CC(=O)N2C
→ 8%&-13% | ? | 2%&-1%
Oc1ccccc1C=NCCN1CCN(CCN=Cc2ccccc2O)C1c1ccccc1O (centres undefined)
→ ? | ? | /
CCOC(=O)c1ccc(NC(=O)N2CCCCCC2)cc1
→ -28% | -8% | 4%
CCOC(=O)C1CCN(C(=O)C(=O)N2CCC(C(=O)OCC)CC2)CC1
→ 1% | -6% | 2%
Cc1ccnc(Nc2nc(-c3ccc(O)c(O)c3)cs2)c1
→ 2.1µM* | 3.3µM* | 13%
CCn1cc(CN2CCN(Cc3ccsc3)C(CCO)C2)cn1 (centres undefined)
→ -2% | 15% | -3%
CN(C)CCN(C)C1CN(Cc2ccccc2)S(=O)(=O)C1 (centres undefined)
→ -2% | 0% | /
COc1ccc(C)cc1NC(=O)Nc1cccc(-c2noc(C)n2)c1
→ ? | ? | -1%
Cc1ccc(C2CC(=O)N(Cc3ccc(F)cc3)c3c2c(C)nn3-c2nc(C)cc(C)n2)cc1 (centres undefined)
→ ? | ? | 5%
Cc1csc(SCC(=O)N(C)C2CCS(=O)(=O)C2)n1 (centres undefined)
→ -28% | 15% | -9%
O=C(O)C1=C[C@H](c2ccc(Br)cc2)C[C@H](OCc2ccc(CO)cc2)O1
→ -6% | -1% | 3%
CCOC(=O)N1CCC(NS(=O)(=O)c2cc(Br)cnc2N)CC1
→ -8% | -12% | -1%
CC1CC1C(=O)OCC(=O)N(C)c1c(N)n(Cc2ccccc2)c(=O)[nH]c1=O (centres undefined)
→ 0% | 5% | 0%
CC(=O)Cn1ncc(N2CCOCC2)cc1=O
→ 9% | -7% | 5%
OC1CCN(CC(O)C(F)(F)F)CC1 (centres undefined)
→ 2% | 8% | 5%
COc1ccc(CN2CCN(c3ccccn3)CC2)c(OC)c1C
→ ? | 13µM* | 1%
CCc1ccc(N2CC(C(=O)Nc3ccc4c(c3)OCCO4)CC2=O)cc1 (centres undefined)
→ -1% | -13% | -8%
O=C(O)c1ccc(OCC2CCCO2)cc1 (centres undefined)
→ -3% | 7% | /
Cc1cccc(NC(=O)N2CCC(CN3CCCCCC3)CC2)c1C
→ ? | ? | 2%
CCOc1cccc(NC(=O)/C(C#N)=C/c2cccnc2)c1
→ -18% | ? | /
CCCCN(Cc1ccco1)S(=O)(=O)c1csc(C(N)=O)c1
→ ? | ? | 2%
CCCCSc1nnc([C@@H]2CCCN2C(=O)OC(C)(C)C)o1
→ -18% | ? | 6%
COc1ccc(-n2nc3c(c2NC(=O)C2CCCC2)CS(=O)(=O)C3)cc1
→ -2% | -1% | 0%
COc1ccc(CN=CC2=C(O)CC(C)(C)CC2=O)cc1
→ -12% | -1% | 5%
Cc1ccc(O)c(Nc2ncnc3ccc([N+](=O)[O-])cc23)c1
→ ? | -29% | 5%
CC[C@@H]1C=C(C(=O)O)[C@H](c2ccc(C)cc2)N1S(=O)(=O)c1ccc(C)cc1
→ 9% | 6% | 0%
Fc1ccc(C(c2nnnn2C2CCCC2)N2CCN(Cc3ccncc3)CC2)cc1 (centres undefined)
→ -19% | ? | -2%
COc1cc(S(=O)(=O)NCc2ccc3c(c2)OCO3)c(OC)cc1C
→ 26% | -15% | 2%
O=C(Oc1ccc(OC(=O)N2CCCCC2)cc1)c1ccccc1
→ ? | 0.046µM* | 6%
CCOC(=O)c1ncccc1NC(=O)CC(=O)Nc1cccnc1C(=O)OCC
→ -18% | -28% | /
CCOC(=O)C1=C(C)NC(C)=C(C(=O)OCC)C1C(=O)OCC(=O)N(C)Cc1ccccc1
→ -6% | -27% | 0%
Cc1nn(C(=O)c2c(F)cccc2F)c(C)c1S(=O)(=O)N1CCCCCC1
→ -2% | -10% | -3%
CC1CCCN(c2cc3c(cc2F)c(=O)c(S(=O)(=O)c2cccc(Cl)c2)cn3C)C1 (centres undefined)
→ ? | 23µM* | 4%
O=C(N/N=C/c1ccc(O)c(O)c1)NC12CC3CC(CC(C3)C1)C2
→ 12µM* | 15µM* | /
Cc1nc2c(c(=O)n1CCC1=CCCCC1)c1nc3ccccc3nc1n2/N=C/c1ccco1
→ 16µM* | 23µM* | /
O=C(CCCOc1ccccc1)Nc1nccs1
→ 1% | -4% | -2%
CCOC(=O)C1CCCN(S(=O)(=O)c2ccc3c(c2)NC(=O)CO3)C1 (centres undefined)
→ -29% | -9% | 3%

6 records picked at random from the list so far, as already listed:
The line under a structure holds: DT40 TDP1 CPT | TDP1 cell noCPT | TDP1 inh
Fc1ccc(C(c2nnnn2C2CCCC2)N2CCN(Cc3ccncc3)CC2)cc1 (centres undefined)
→ -19% | ? | -2%
Cc1cccc(NC(=O)N2CCC(CN3CCCCCC3)CC2)c1C
→ ? | ? | 2%
COc1cc(S(=O)(=O)NCc2ccc3c(c2)OCO3)c(OC)cc1C
→ 26% | -15% | 2%
Cc1nc2c(c(=O)n1CCC1=CCCCC1)c1nc3ccccc3nc1n2/N=C/c1ccco1
→ 16µM* | 23µM* | /
CCOC(=O)C1CCCN(S(=O)(=O)c2ccc3c(c2)NC(=O)CO3)C1 (centres undefined)
→ -29% | -9% | 3%
Cc1nn(C(=O)c2c(F)cccc2F)c(C)c1S(=O)(=O)N1CCCCCC1
→ -2% | -10% | -3%

Next entries follow:
The line under a structure holds: DT40 TDP1 CPT | TDP1 cell noCPT | TDP1 inh
O=C(NNC(=O)C1CCN(S(=O)(=O)c2ccc(Cl)cc2)CC1)c1ccncc1
→ -12% | -18% | -1%
CCN(CC)c1c([N+](=O)[O-])ncn1C
→ -6% | 0% | 4%
CCCc1nc2cc(C)c(Br)c(C)n2c1CC1CCCCC1
→ 4.1µM* | 2.9µM* | /
COc1cc(CN2CCC(Cc3ccccc3)CC2)c([N+](=O)[O-])cc1OC
→ 21µM* | ? | /
C=CCN(c1ccccc1)S(=O)(=O)c1cccc(C(=O)NCc2ccco2)c1
→ ? | ? | 0%
O=C(CNC(=O)C1CCCCC1)NNC(=O)c1ccc(Cl)cc1Cl
→ 13% | 2% | 1%
CCCCN(C)C(=O)c1nc2ccccn2c1CN1CCN(C/C=C/c2ccccc2)CC1
→ ? | 26µM* | /
O=C(Nc1nnc(C2=COCCO2)o1)c1ccc([N+](=O)[O-])cc1
→ ? | ? | 7%
O=C(N/N=C\c1cc2c(cc1Cl)OCO2)c1cccnc1
→ -7% | 1% | -5%
COc1cc2nc(NCCC(C)C)n3nc(-c4ccccc4)nc3c2cc1OC
→ ? | ? | 3%
C/C=C1\[C@H]2C=C(C)C[C@]1(N)c1ccc(=O)[nH]c1C2
→ -4% | -3% | /
CCOC(=O)C1=C(C)N(C)C(=S)NC1c1cccc(Cl)c1Cl (centres undefined)
→ -11% | 12% | 1%
CCN(CC)c1ccc(C(=C2C=CC(=[N+](CC)CC)C=C2)c2ccc(S(=O)(=O)O)cc2S(=O)(=O)[O-])cc1
→ 23µM* | ? | /
CCCNC(=O)C(=O)NCC1CCCN1CC (centres undefined)
→ -1% | 0% | 3%
CN1CCN(C(=O)c2ccccc2NC(=O)COc2ccccc2Cl)CC1
→ -16% | -5% | 4%
O=C(Nc1cccnc1)c1cc(-c2ccc(Cl)cc2)on1
→ 3%&-8% | -2%&-19% | -1%&1%
CCOC(=O)c1[nH]c(=O)c2ccccc2c1O
→ -3% | -18% | 5%
NC(=O)CC(NC(=O)Cc1cccc2ccccc12)c1ccc(NC2CCCCC2)c([N+](=O)[O-])c1 (centres undefined)
→ ? | ? | 8%
COC(CNC(=O)c1ccc2c(c1)ncn2-c1ccc(F)cc1F)OC
→ -8% | -6% | 5%
Cc1nc(C)c(C(=O)Nc2cccc(F)c2)s1
→ -14% | -8% | /
CCc1nn(CC(=O)NC2CCN(Cc3ccccc3)CC2)c(=O)c2cc3cc(F)ccc3n12
→ ? | ? | -4%
Cc1cccc(C)c1NC(=O)CN(C)CC(=O)N(C)CC(=O)Nc1ccccc1Br
→ -3% | ? | -2%
O=C(NCN1CCOCC1)c1cnccn1
→ -18%&-8% | 11%&-21% | 2%&4%
COc1ccccc1CNC(=O)CNCC1CCCO1 (centres undefined)
→ -3% | -2% | 2%
Cc1ccc(-n2nnnc2CNC(=O)c2ccccc2C)cc1C
→ -9% | -11% | -2%
O=C1C2C(C(=O)N1/N=C/c1cc([N+](=O)[O-])c(O)cc1O)C1C=CC2C12CC2 (centres undefined)
→ -1% | 17% | ?
Cc1ccc(CCC(=O)Nc2ccc(Br)cc2)o1
→ ? | ? | 6%
COc1ccc(NC(=O)CSc2nnc(Cn3cnc([N+](=O)[O-])n3)n2C)cc1
→ 0% | -9% | 5%
CS(=O)(=O)Nc1ccc(-c2cn3cccnc3n2)cc1
→ -5% | -24% | /
CCc1ccc(NC(=O)Cn2c3[n+](c4c(F)c(F)ccc42)CCCCC3)cc1
→ 2.6µM* | 5.8µM* | 7%
CC(=O)N1CCN(Cc2nc3cc(NC(=O)c4ccccc4Cl)ccc3n2C)CC1
→ -1% | 4% | -5%
CCN=C1SC(C(=O)Nc2ccc(Cl)c(Cl)c2)CC(=O)N1CC (centres undefined)
→ -28% | ? | 2%
Cc1ccc(C)c(NC(=O)CCCN2C(=O)C(c3ccccc3)Oc3cccnc32)c1 (centres undefined)
→ 18µM* | 23µM* | 0%
NC(=O)Nc1ccc(/C=C2\C=Cc3ccccc32)cc1
→ ? | ? | /
O=C(NC12CC3CC(CC(C3)C1)C2)c1cc2nc(-c3ccco3)cc(C(F)(F)F)n2n1
→ 21µM* | 26µM* | 0%
O=C(CSc1nnc(SCc2ccccc2)s1)N/N=C/c1ccc(C(=O)O)cc1
→ -3% | ? | 6%
COc1ccc(-c2cc(NC=O)c3ncc(-c4ccccc4)n3c2)cc1OC
→ 6.5µM* | 8.2µM* | /
